# Screens: PubChem, Sanford-Burnham Center for Chemical Genomics
# tim10-1 inh = tim10-1 yeast growth inhibition | S. cerevisiae tim10-1 ts strain growth, BacTiter-Glo, 24 h | inhibition, % at 20 µM | actives 2.2% (n = 330,000);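 active means inhibition of at least 40%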;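 further: mutant grown at 25 °C; 0% = DMSO wells with yeast and 100% = wells holding no yeast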
# APJ antagonist = antagonists of human APJ apelin receptor | P35414 | CHO-K1 APJ beta-arrestin complementation, luminescence | inhibition, % at 20 µM | actives 0.32% (n = 330,000) | AID 2521;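 active means inhibition above about 40% at 20 µM, limit read from the data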;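 further: cells challenged with 10 nM apelin-13 agonist together with compound; plate controls were apelin-13 plus DMSO wells for no effect and DMSO wells lacking apelin-13 for full effect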
# Target sequence (P35414 whole entry, looked up): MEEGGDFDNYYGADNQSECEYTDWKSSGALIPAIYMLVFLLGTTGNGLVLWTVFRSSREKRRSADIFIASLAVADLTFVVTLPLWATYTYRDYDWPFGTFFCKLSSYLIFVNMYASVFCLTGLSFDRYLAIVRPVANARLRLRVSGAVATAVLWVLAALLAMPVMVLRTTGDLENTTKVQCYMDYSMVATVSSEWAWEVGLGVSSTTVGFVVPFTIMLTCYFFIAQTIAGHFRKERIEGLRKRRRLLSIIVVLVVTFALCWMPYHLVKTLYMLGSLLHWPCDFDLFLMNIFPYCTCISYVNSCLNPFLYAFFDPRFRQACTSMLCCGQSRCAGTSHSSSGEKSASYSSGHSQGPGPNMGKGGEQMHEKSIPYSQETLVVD
# CXCR6 block = blocks human CXCR6 beta-arrestin recruitment | O00574 | CHO-K1 PathHunter CXCR6 beta-arrestin, luminescence | AID 602244 | actives 0.36% (n = 360,000) | inhibition, % at 20 µM; in the data active means inhibition above about 34%, passing the limit was not always enough;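 further: antagonist mode with CXCL16 agonist at 10 nM final; 0% = 10 nM CXCL16 with DMSO and 100% = unstimulated wells without agonist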
# Target sequence (O00574 whole entry, looked up): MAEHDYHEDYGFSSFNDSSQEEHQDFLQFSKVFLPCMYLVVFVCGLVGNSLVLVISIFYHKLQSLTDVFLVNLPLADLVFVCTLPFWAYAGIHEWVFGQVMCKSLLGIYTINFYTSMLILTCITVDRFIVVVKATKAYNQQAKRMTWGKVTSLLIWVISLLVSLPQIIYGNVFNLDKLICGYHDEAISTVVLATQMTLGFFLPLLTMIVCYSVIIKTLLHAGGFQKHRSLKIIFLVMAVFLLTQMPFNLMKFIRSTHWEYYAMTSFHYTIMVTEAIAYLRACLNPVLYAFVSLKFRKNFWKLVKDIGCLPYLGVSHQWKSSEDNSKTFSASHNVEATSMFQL
# CHOP UPR activ = apoptotic UPR (CHOP) activation | actives 0.34% (n = 330,000) | activation, % at 10 µM | CHO-CHOP luciferase reporter, luminescence; percent of tunicamycin response over DMSO baseline;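 active means at 10 µM dose, activation of 40% or more, normalized to positive control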;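 further: 100% = tunicamycin at 10 µg/mL and 0% = DMSO alone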
#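 Dosing – one dose, 10 µM in 0.5% DMSO · System – CHO-CHOP cells, stable luciferase reporter of PERK-eIF2a-CHOP signalling · Input – 500 cells/well · Control set – tunicamycin 10 µg/mL final as positive, DMSO-only wells as negative · Timing – 6 h compound treatment, 37 °C · Measure – % activation vs tunicamycin · Technique – luminescence read with Steady-Glo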
# TIM10 inh = growth inhibitors of TIM10 yeast strain. S. cerevisiae TIM10 strain growth, BacTiter-Glo luminescence, 24 h. inhibition, % at 10 µM. actives 1.4% (n = 330,000);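 active means inhibition of 40% or more at the single tested concentration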;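 further: wild-type TIM10 isogenic control strain grown at permissive 25 °C; 0% = DMSO yeast wells and 100% = minimal medium wells without yeast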
# Mdm2-MdmX inh = disrupts the human Mdm2-MdmX interaction; O15151+Q00987; SaOS-2 split-luciferase Mdm2/MdmX complementation, luminescence; inhibition, % at 8 µM; actives 3% (n = 330,000); AID 485346;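 active means inhibition of at least 50% at 8 µM in the primary screen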
# XBP1 UPR activ = activators of adaptive arm of unfolded protein response (XBP1); actives 0.33% (n = 330,000); activation, % at 20 µM; AID 463104; CHO-XBP1 luciferase reporter, IRE1-XBP1 UPR activation, luminescence; percent of tunicamycin response, DMSO as zero;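 active means versus positive control, 20 µM dose yields 30% or more activation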;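 further: 100% = tunicamycin at 10 µg/mL and 0% = DMSO only wells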
#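 Material – CHO cell line with stable XBP1 luciferase reporter · Buffer or medium – F12 plus 10% FBS · Compound – single point, 20 µM final compound, 1% DMSO · Schedule – 16-18 h cell attachment at 37 °C, then 6 h compound exposure · Signal – Steady-Glo luminescence read · Benchmarks – high control tunicamycin 10 µg/mL final, low control DMSO vehicle only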
# APJ ag = agonists of human APJ apelin receptor; actives 0.11% (n = 330,000); CHO-K1 APJ PathHunter beta-arrestin, luminescence; 0% DMSO wells, 100% apelin; AID 2520; activation, % at 20 µM; P35414;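 active means activation more than six SD over the plate average, tested at 20 µM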;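 further: 0% = DMSO alone and 100% = apelin-13 at 10 nM; some results filed as inactive read as strong as hits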
#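 Test system: CHO-K1 APJ beta-arrestin complementation cell line | Compound: Single test compound dose, 20 µM final, 1% DMSO | Incubation: Compound 90 min 25 °C, reagent 1 h | Measured by: beta-gal luminescence | Read-out basis: APJ–arrestin association signal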
# tim23-1 inh = growth inhibitors of tim23-1 mutant yeast; inhibition, % at 20 µM; S. cerevisiae tim23-1 growth, BacTiter-Glo luminescence, 24 h; AID 463212; actives 1.3% (n = 330,000);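 active means growth inhibition of the mutant yeast at or above 50%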;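 further: temperature-sensitive mutant grown at 25 °C; plate controls were DMSO-treated mutant yeast for no effect and medium wells lacking yeast for full effect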
# The depositor's hits bear a star. Some of the compounds tested; the hit share may differ from the screen's.
# Order of values: tim10-1 inh, APJ antagonist, CXCR6 block, CHOP UPR activ, TIM10 inh, Mdm2-MdmX inh, XBP1 UPR activ, APJ ag, tim23-1 inh
CN(C1CC(C)(C)N(O)C(C)(C)C1)S(=O)(=O)CC12CCC(CC1=O)C2(C)C (stereo not given)
  6.9, 3.8, 4.9, 0.1, 3.8, -19.7, 1.7, -0.5, 15.8
CC(=O)NCCc1ccc(C(=O)COC(=O)c2ccco2)cc1
  -10.9, -1.5, 7.5, -2.2, -4.0, -13.1, -5.7, -3.1, -19.6
c1ccc(CN2CCN(CCN3CCn4c3nc3ccccc34)CC2)cc1
  9.5, 3.7, 1.9, -0.2, 3.5, -12.5, -0.4, -1.3, 15.6
COc1ccc(-c2nnc(SCC(=O)NC3CC3)o2)cc1
  2.9, -2.2, -0.8, 1.1, 3.2, 10.9, 0.8, -2.3, 11.0
O=C1CCCc2nc(N3CCc4ccccc43)ncc21
  37.3, 5.2, 5.6, -0.8, 12.1, -140.4, 3.3, -3.4, 17.7
COC(=O)c1ccc(C2/C(=C(\O)c3cccc(OC)c3)C(=O)C(=O)N2CCCN(C)C)cc1 (stereo not given)
  5.6, 1.4, 3.3, 4.7, -0.7, -25.6, 1.9, -1.2, 7.4
CCCNCC(O)Cn1c2ccccc2n2c(=O)cc(C)c(C#N)c12 (stereo not given)
  -3.9, -12.5, 4.7, -1.2, -6.7, 21.0, -2.8, 0.5, -14.9
O=C(NCC(O)c1ccc2ccccc2c1)c1c(F)cccc1F (stereo not given)
  7.6, -5.3, -11.8, -0.8, 4.8, -0.2, 1.3, -0.2, 12.6
O=C(CN1C(=O)CCS(=O)(=O)c2ccccc21)Nc1cccc(F)c1
  10.7, -2.0, -3.3, -1.7, -4.0, 16.3, -7.1, -0.6, 11.9
CCOC(=O)c1ccc(NS(=O)(=O)c2ccc3[nH]c(=O)[nH]c3c2)cc1
  9.1, -1.9, 2.4, -0.8, -8.2, 6.5, 0.3, -0.5, 14.0
Cc1ccc(S(=O)(=O)N(C)C)cc1NC(=O)CN1C(=O)NC2(CCCc3ccccc32)C1=O (stereo not given)
  2.2, 7.1, -0.2, 0.9, 5.9, 2.3, -2.9, -1.6, -7.3
CCc1ccc(NC(=O)CSc2nc3ccccc3c(=O)n2CCCN2CCC(C)CC2)cc1
  21.0, -14.7, 1.5, 0.5, -19.4, 86.2*, 2.1, 0.0, 21.9
O=C(Oc1cccnc1)c1ccco1
  4.9, 15.6, -4.0, -0.9, 9.8, 31.4, -3.7, 0.5, 0.6
COc1cc(C(=O)NC(CCSC)C(=O)OCC(=O)C(C)(C)C)cc(OC)c1OC (stereo not given)
  -6.4, -1.3, 9.8, -2.8, 8.7, -9.7, -0.7, -1.7, 10.3
CCO[C@@H]1OC(C(=O)NCc2ccccc2)=C[C@H](c2ccc(C(F)(F)F)cc2)[C@H]1CCCO
  20.5, 16.1, 4.0, -0.3, 12.9, 26.2, -1.3, 0.6, 28.0
Cc1oc(-c2ccccc2F)nc1CSCC(=O)NC1CCCC1
  30.0, 23.3, -2.0, 0.2, 8.3, 6.8, -3.8, -2.1, 19.6
Oc1ccc(N=Nc2n[nH]c(-c3ccc(Cl)cc3)n2)cc1
  -10.2, 29.6, 18.9, 5.2, 4.4, 48.7, -4.0, -2.3, -0.3
CCOc1ccc(S(=O)(=O)N2CCOCC2)cc1NC(=O)CSC(=S)N1CCCC1
  5.8, -50.0, -1.9, 0.2, 8.1, 5.3, -1.8, -1.9, 4.8
O=C(OCCCN=C1NS(=O)(=O)c2ccccc21)c1cccs1
  2.5, 14.8, -11.9, -1.5, 1.3, 14.1, 2.1, -2.5, 12.0
CC(=O)Nc1sc2c(c1C#N)CCCCC2
  30.2, 1.8, 4.6, 2.7, 15.9, -24.7, 1.5, 0.9, 22.9
O=C(O)c1ccc(N=N/C(=N\Nc2ccc(C(=O)O)cc2)c2ccccc2)cc1
  5.1, 54.9*, 25.2, 3.7, 10.2, 5.5, -3.7, -6.6, 24.7
Cc1oc2c(c(C)cc3oc(=O)c(CC(=O)NCCC(=O)O)c(C)c32)c1C
  -2.8, 10.9, -0.8, 0.4, 16.2, -14.9, 1.1, -4.3, 5.8
O=C(NCCC1=CCCCC1)c1ccc(Cl)c([N+](=O)[O-])c1
  22.3, -8.8, -13.3, 3.2, -11.7, -4.1, 3.8, -0.1, 18.2
CC(NC(=O)CCc1nnc(-c2ccc(-c3ccccc3)cc2)o1)c1nc2ccccc2[nH]1 (stereo not given)
  16.7, -2.1, -1.1, 1.3, 14.2, -1.7, -2.1, -1.3, 7.3
COC(=O)[C@@H](NC(=O)c1cc(COc2cncc(Cl)c2)on1)c1ccccc1
  -23.7, 15.0, 2.0, 4.8, -8.5, 8.4, -0.2, 0.4, -1.8
CCOC(=O)Cn1nc(C)c(NC(=O)COc2ccc(OC)cc2)c1C
  6.0, 1.2, -12.9, -0.3, -18.6, -11.9, 4.2, 0.8, 5.9
Cc1cc(OCCCC(=O)NCCN2C(=O)S/C(=C\c3cccnc3)C2=O)ccc1Cl
  19.9, -5.7, -6.7, 2.3, 38.4, 14.0, 2.0, 8.7, 26.3
CCn1c2c(c(=N)c3c1CCC3)CCCC2
  -13.2, 2.4, -7.2, -1.3, 1.7, 38.5, -3.2, 2.0, -7.9
O=C(OCc1ccc(Cl)cc1Cl)c1ccncc1
  -40.4, -15.7, 0.8, 0.3, -3.4, 6.7, -3.9, -2.9, 23.3
COc1ccc(CCNC(=O)COc2ccc(N(C)S(=O)(=O)c3ccc(C)cc3)cc2)cc1OC
  10.6, -9.4, 1.1, -1.7, 3.3, 17.8, -3.8, -4.0, 6.3
CC1CC(C)CN(S(=O)(=O)c2cccc3cccnc23)C1 (stereo not given)
  7.0, 0.5, 1.1, 0.5, -7.8, 36.5, -2.2, -1.8, 15.6
CCN(CC(=O)Nc1ccc2c(c1)OCCO2)C(=O)c1ccc(C(F)(F)F)cc1
  10.4, -2.5, -14.4, 3.3, -8.4, -12.5, 2.4, -1.2, 17.8
CCOC(=O)c1ccc(OC(=O)CCCCCN=C(N)N)cc1
  17.0, -6.9, -4.4, -0.8, 5.0, 11.9, -2.1, -1.1, -2.9
CC(=O)Nc1ccc(NC(=O)CS(=O)(=O)c2cn(CC(=O)N3CCCCC3)c3ccccc23)cc1
  1.4, -9.7, -0.7, -0.2, 2.4, 6.8, -2.1, -0.8, 0.1
COc1ccccc1N(C)S(=O)(=O)c1ccc(C(=O)O)cc1
  20.9, -1.3, 2.6, -2.8, -8.0, -0.1, 0.3, 1.3, 13.9
Cc1cc2nc(Cl)c(Cl)nc2cc1C
  8.7, -0.1, -4.5, 2.6, -15.1, -8.5, 0.8, -1.0, 3.1
N#C/C(=C\c1ccc(N2CCCCC2)c([N+](=O)[O-])c1)c1nn(-c2ccccc2)c(N)c1C#N
  8.9, 24.1, 5.2, -0.3, 12.5, 7.1, -1.0, -4.2, 8.3
CN(C)C(CNC(=O)c1cccc(S(=O)(=O)Nc2ccccc2Cl)c1)c1ccco1 (stereo not given)
  22.3, -52.7, -2.8, 1.1, -4.5, 21.1, -2.9, -1.2, 7.0
COC(=O)COc1ccc(/C=C2/NC(=O)N(CC(=O)OC)C2=O)cc1
  2.3, -0.3, -1.8, -1.2, 9.8, 19.2, -2.9, -3.3, 7.7
CN(C)CCNC(NC(=O)c1cccs1)C(Cl)(Cl)Cl (stereo not given)
  17.3, -4.9, 0.3, 1.5, 6.2, -8.4, 0.8, -2.2, -2.0

# Sorted by the number under XBP1 UPR activ (largest number first): 3 of the compounds above
molecule,XBP1 UPR activ
COc1ccccc1N(C)S(=O)(=O)c1ccc(C(=O)O)cc1,0.3
CC(=O)Nc1ccc(NC(=O)CS(=O)(=O)c2cn(CC(=O)N3CCCCC3)c3ccccc23)cc1,-2.1
COC(=O)COc1ccc(/C=C2/NC(=O)N(CC(=O)OC)C2=O)cc1,-2.9

# Later entries:
# Order of values: tim10-1 inh, APJ antagonist, CXCR6 block, CHOP UPR activ, TIM10 inh, Mdm2-MdmX inh, XBP1 UPR activ, APJ ag, tim23-1 inh
C/C=C(\C)CN1CCN(c2cc(C)ccc2C)CC1
  0.4, 12.1, 16.7, 0.7, -27.9, -5.4, -1.6, -4.8, 19.0
Cc1nc(C)n(C(C)CNC(=O)c2cccc(Br)c2)n1 (stereo not given)
  4.9, 18.5, -1.2, -0.2, 2.1, 3.0, -1.2, -1.3, 12.7
COC(=O)c1cc(NS(=O)(=O)c2ccc(NC(C)=O)cc2)cc(C(=O)OC)c1
  11.8, -3.3, -0.3, 2.3, -19.3, -13.6, -0.8, 0.3, 6.8
COc1ccc(C(=O)NC(C)c2csc(C)n2)cc1OC1CCN(C(C)=O)CC1 (stereo not given)
  14.8, 2.8, 1.1, 2.9, 0.2, 8.3, -3.6, 2.2, 4.2
CN1CCN(C(=O)Cn2c(=O)oc3cc(S(=O)(=O)NCc4ccccc4)ccc32)CC1
  -4.0, -1.2, 3.2, 0.5, 3.0, 2.1, -1.6, 0.3, -11.2
Cc1ccc(N2C(=O)C3C4CCC(O4)C3C2=O)c(OC(F)F)c1 (stereo not given)
  -11.0, 10.7, 1.0, -1.4, 8.8, 6.1, -2.9, -2.8, -2.4
COc1ccccc1C(=O)NNC(=O)CCCN1C(=O)/C(=C/c2cccs2)SC1=S
  13.1, 11.6, 4.6, -0.2, -0.6, 72.0*, -1.0, -3.5, 11.1
Cc1c(C(=O)Nc2cccnc2Cl)oc2ccccc12
  1.9, 8.7, -3.4, 6.4, -0.9, -51.4, 11.8, -4.2, -6.5
Cc1cc(C)n2nc(CC#N)c(C#N)c2n1
  0.4, -17.8, 4.4, 0.9, 5.7, 13.8, -3.4, -1.1, 8.7
O=c1c2[nH]c3ccc(F)cc3c2ncn1CCCN1CCOCC1
  16.3, 8.2, -1.6, -3.8, 11.9, 20.1, -3.2, -2.3, 7.6
CN(CC(=O)Nc1cccc(F)c1)C(=O)c1cn(-c2ccccc2)nc1-c1ccc(F)cc1
  9.4, -12.3, -9.3, 0.2, 18.6, 27.7, 2.3, 0.2, 41.9
Cc1cc2ccccc2n1CCNC(=O)Cc1cccc2ccccc12
  13.6, 5.3, 9.8, -1.1, 5.1, 18.2, -5.8, -5.7, 16.1
CN(C)c1ccc2c(c1)Sc1cc(N(C)C)ccc1N2C(=O)c1ccccc1
  37.9, 12.3, 8.4, 0.6, 20.5, -0.8, -3.4, -6.0, 38.8
CC(=O)c1c(C)[nH]c(C(=O)OCn2nnc3ccccc3c2=O)c1C
  6.6, 3.2, -7.9, 0.4, -9.1, 44.7, 2.1, -1.1, 6.1
CCC(=O)c1ccc(OCC(=O)OCC(=O)NC2CCCCCC2)cc1
  16.4, 9.7, 3.3, 1.4, 1.1, 0.1, 1.2, -2.2, 17.7
CC(C(=O)NC1CCCCC1)N1CCN(C)CC1 (stereo not given)
  -3.2, -3.7, -8.2, 2.3, -27.5, 5.8, 0.1, 0.7, 3.7
